Screening data deposited in PubChem by several laboratories.
b-catenin transl: modulators of beta-catenin nuclear translocation; HeLa beta-catenin nuclear translocation, immunofluorescence imaging; nuclear translocation activity, % at 5 µM; 190,000 compounds, 0.3% hits; AID 1665;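 active = nuclear translocation activity above 50% at 5 µM, with a well cell count of 50 or more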;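 note: per-cell ratio of nuclear to cytoplasmic median beta-catenin stain intensity; plate controls were DMSO negative control for no effect and GSK-3 inhibitor IX positive control for full effect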
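System: Human HeLa cells, endogenous beta-catenin | Compound dosing: 5 µM primary, 0.02–20 µM confirmation | Timing: 24 h compound exposure at 37°C, 5% CO2 | Measured by: Fluorescence imaging of beta-catenin antibody stain plus DAPI | Read-out basis: % activation of per-cell nuclear versus cytoplasmic median beta-catenin signal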
NOD1 inhibition: NOD1 signaling inhibitors, primary screen, cell-based, luminescence, uHTS (AID 1578). NOD1-driven NF-kB luciferase reporter cells, luminescence; higher % means a stronger effect. inhibition, % at 4 µM; hits with a dose series show EC50 in µM. 290,000 compounds, 1% hits; in the data active = inhibition mostly above about 36%, no sharp cut-off; inactive = mostly below about 34%;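 note: HEK-293T reporter cells stimulated with the NOD1 agonist gamma-tri-DAP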
Autophagy mod: modulators of autophagy; MEF GFP-LC3 puncta imaging; test concentration mostly 10 µM; calls only at 10 µM (by protocol); 190,000 compounds, 0.98% hits;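 active = percentage of spot-positive cells more than 3 SD above its plate mean, without a fluorescence outlier flag or 80% toxicity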;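 note: spot-positive cell cutoff set from DMSO-treated cells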
P. falciparum M17LAP: P. falciparum M17LAP inhibitors, primary screen, biochemical, fluorogenic H-Leu-NHMec substrate, 1536-well (AID 1619). recombinant M17LAP, H-Leu-NHMec fluorogenic kinetic assay; higher % means a stronger effect. inhibition, % at 30 µM, or IC50 in µM where a hit was titrated. 220,000 compounds, 0.38% hits;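 active = compound inhibiting the enzyme by more than half at any dose during confirmatory dose-response retesting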;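 note: plate controls were full reaction with DMSO carrier for no effect and no enzyme background for full effect; strong numbers were not always called active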
Yfh1-off respiration: enhancers of respiration in Yfh1-depleted yeast, dose response, Friedreich's ataxia, plus single-dose screen (AID 1465). S. cerevisiae Yfh1-off respiration, WST-1 reduction, 72 h; higher fold induction means a stronger effect. 220,000 compounds, 0.074% hits. one-dose fold induction at 50 µM; EC50 in µM for titrated hits;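 active = fold induction of absorbance versus untreated yeast above a set limit, then at least 30% activation at any dose in follow-up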;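 note: activators that raise dye reduction in frataxin-depleted yeast; strong numbers were not always called active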
HEK293 NOD2/NF-kB: NOD2 signaling inhibitors, cell-based, luminescence, uHTS, HEK293 (AID 1566); one-dose inhibition, % at 4 µM; EC50 in µM for titrated hits; HEK293 NOD2/NF-kB luciferase reporter, luminescence; higher % means a stronger effect; 290,000 compounds, 0.63% hits; in the data active = inhibition above about 50%; note: many of its hits are not listed in these tables
MT stabilize HCS: microtubule stabilizers in HeLa cells | % tubulin-high responders, % at 10 µM | HeLa tubulin immunostaining HCS, 24 h; share of cells brighter than vehicle mean+2SD | 200,000 compounds, 0.83% hits | AID 2205;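 active = plate Z-score above 3 for both tubulin-high and condensed-nucleus cell shares, with cell loss under 80%, at 10 µM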;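 note: anti alpha tubulin signal scored within the nucleus-defined area of each cell; some results filed as inactive read as strong as hits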
Insulin prom up: MIN6 insulin promoter up-regulation; AID 1625; 190,000 compounds, 0.3% hits; z-score at 5 µM; MIN6 insulin promoter-GFP reporter, high-content imaging; hits give high values;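 active = z-score above 3 at 5 µM with at least 500 cells counted in the well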
Dynein transport: blocks dynein driven cargo transport along microtubules | 3617.4 mouse cells, GR-EGFP nuclear translocation imaging; test concentration mostly 20 µM; stimulated with dexamethasone, 1 µM; hits give low values | z-score, hits read low | 220,000 compounds, 0.47% hits | AID 1381;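 active = plate z-score of nuclear minus cytoplasmic receptor signal below a set negative limit, without overly bright fluorescence or cell loss, cut at about -3.5 in these data, passing the limit was not always enough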;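 note: z-score of nuclear minus cytoplasmic ring GR-EGFP intensity difference per well; some compounds called inactive have numbers as strong as hits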
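Buffer or medium: tetracycline-free induction medium containing charcoal-stripped FBS / Reagent: dexamethasone agonist, 1.0 µM final, for 30 min / Technique: automated 10x imaging of fixed Hoechst-stained cells / Times: induction 48 h, compound 1 h, agonist 30 min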
Dynein transport cytoplasmic EGFP: second read-out of Dynein transport, no call of its own (marks repeat the call); z-score; measured here: cytoplasmic GR-EGFP intensity; hits give high values
Dynein transport nuclear GR-EGFP: further read-out of Dynein transport, marked with its call; z-score; measured here: nuclear GR-EGFP intensity;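 lower value marks the stronger effect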
Dynein transport cell count: also measured in Dynein transport; calls as there; z-score; measured here: cell count per field
Insulin prom up cell count: further read-out of Insulin prom up, marked with its call; cell count; measured here: cytotoxicity, nuclei count;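 total cells summed across four imaged fields per well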
b-catenin transl cell count 5 µM: recorded beside b-catenin transl, whose call it bears; cell count; measured here: cell count, cytotoxicity flag
MT stabilize HCS Hoechst-high %: further read-out of MT stabilize HCS, marked with its call; % Hoechst-high responders; measured here: nuclear condensation Hoechst responders;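 share of cells brighter than vehicle mean plus two SD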
MT stabilize HCS cytotoxicity %: further read-out of MT stabilize HCS, marked with its call; toxicity, %; measured here: cytotoxicity by cell density;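 0% = mean cell density of plate MIN control wells and 100% = no cells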
Autophagy mod cell loss 18 h: second read-out of Autophagy mod, no call of its own (marks repeat the call); toxicity, %; measured here: cell loss, nuclei count;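 cell loss after 18 h compound exposure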
The depositor's hits bear a star; i = inactive; nt = not tested or not shown. Some of the compounds tested (hit frequency here may not be typical).

Each structure is followed by: b-catenin transl, b-catenin transl cell count 5 µM, NOD1 inhibition, Autophagy mod, Autophagy mod cell loss 18 h, P. falciparum M17LAP, Yfh1-off respiration, HEK293 NOD2/NF-kB, MT stabilize HCS, MT stabilize HCS Hoechst-high %, MT stabilize HCS cytotoxicity %, Insulin prom up, Insulin prom up cell count, Dynein transport, Dynein transport cytoplasmic EGFP, Dynein transport nuclear GR-EGFP, Dynein transport cell count
C=C(C)c1cccc(C(C)(C)NC(=O)N2CCCCC2CC)c1 (stereo not given)
  -4.3, 1230, 2.5%, i, -5.2, 4.9%, i, -7.2%, 1.5, 1.2, 5.3, -0.73, 959, 2.84, 2.18, 2.54, -2.32
O=C(NCC1CCCO1)NC1CCCCC1 (stereo not given)
  0.9, 1144, -27.7%, i, 4.7, 12.8%, i, 5.7%, 3.5, 2.6, 7.7, nt, nt, -0.283, -0.166, -0.268, 1.2
C#CCOCCOCCOCCNc1nc(N2CCOCC2)nc(N2CCN(C(=O)[C@H]([C@@H](C)O)n3cc(CCCCN)nn3)CC2)n1
  1.4, 450, -18.6%, i, -12.8, 6.5%, i, 5.0%, 6.0, 1.7, 7.2, 0.8, 825, 0.349, -0.279, 0.465, 0.756
COc1ccccc1C(=O)Nc1sc2c(c1C(=O)NCc1ccco1)CCCC2
  nt, nt, -2.0%, i, 0.7, 15.1%, i, 32.3%, 1.4, 2.3, 10.0, nt, nt, -0.397, -0.216, -0.0155, 0.699
Cc1ccc(C(=O)Nc2cnc3ccccc3c2)cc1
  2.1, 968, 81.8%*, i, -2.4, 1.0%, i, 54.2%*, 2.7, 1.9, 3.0, 0.27, 827, 1.09, -0.226, 0.607, -0.538
Cc1ccc(-c2csc3ncnc(-n4nnc5ccccc54)c23)cc1C
  nt, nt, 24.0%, i, -0.1, -4.0%, i, -22.1%, 2.3, 4.3, 7.3, 1.26, 1219, -0.995, -0.322, -0.84, 0.685
O=C(N1CCN(c2ccccc2)CC1)C(F)(F)C(F)(F)F
  0.1, 1147, -18.3%, i, 11.0, 5.0%, i, 4.5%, 4.0, 1.9, 3.0, 0.49, 967, -0.481, -0.164, 0.24, -0.257
O=[N+]([O-])c1cccc(-c2ccc(SCc3cccnc3)nn2)c1
  0.4, 1113, -67.0%, i, 25.0, -11.4%, i, -18.6%, 1.8, 0.9, 5.6, -1.34, 1231, 0.973, -0.255, 0.529, -0.372
O=C(O)c1ccc2c(c1)C(=O)N(CCC1=CCCCC1)C2=O
  nt, nt, -15.2%, i, -2.9, -4.1%, i, 12.9%, 4.6, 3.0, 13.8, -0.5, 1254, -0.136, -0.203, 0.334, 0.814
CCN(CC)c1cc(C)c(C#N)c2nc3ccccc3n12
  3.9, 869, 2.4%, nt, nt, -4.5%, i, 10.9%, nt, nt, nt, -0.47, 1428, 0.998, 0.0345, 0.513, -0.32
CCOC(=O)CC1NC(=O)c2ccccc21 (stereo not given)
  -1.4, 1402, -16.8%, i, -2.7, 13.4%, i, 7.3%, 2.9, 1.6, 4.8, -0.87, 1447, -0.97, -0.3, -1.13, 0.987
Cc1c(-c2cc[n+]([O-])cc2)oc2ccc(Br)cc2c1=O
  -1.0, 869, -35.5%, i, -1.7, 12.1%, i, -4.0%, 2.6, 1.6, 10.2, -1.84, 1706, -0.474, -0.393, -0.646, 0.357
CCOC(=O)c1ccc(NC(=O)COc2ccc(S(=O)(=O)NC(C)(C)C)cc2)cc1
  -0.3, 574, -33.5%, i, 3.1, 10.1%, i, 2.1%, 1.9, 1.6, 7.3, nt, nt, -0.859, -0.267, -0.615, 2.23
O=C(CNc1n[nH]c(=O)[nH]c1=O)N/N=C/C1CC=CCC1 (stereo not given)
  0.0, 1357, 8.9%, nt, nt, -0.6%, i, 17.2%, nt, nt, nt, 0.26, 971, 1.7, -0.244, 0.819, -1.07
CCOC(=O)c1sc2ncn(CC(=O)NCC3CCCO3)c(=O)c2c1C (stereo not given)
  -0.1, 984, -1.5%, i, 3.5, 4.2%, i, 8.3%, 2.7, 1.9, 6.7, -0.16, 1362, -0.229, -0.221, 0.103, 0.418
NC(=O)CNC(=O)[C@@H]1CC2(CC(c3ccc(Cl)cc3)=NO2)CN1C(=O)c1ccc(Br)cc1 (stereo not given in full)
  -0.5, 1404, 14.1%, i, 7.2, 5.2%, i, 14.3%, 3.1, 2.2, 2.6, 0.58, 1349, 1.02, -0.211, 0.843, -0.774
COc1ccc(C(OC(=O)c2c(C)noc2C)C(=O)NC2CCCC2)cc1 (stereo not given)
  1.6, 1086, 3.8%, i, 20.8, -3.6%, i, 15.2%, 3.1, 2.5, 14.2, -0.16, 1253, -0.0271, -0.288, 0.322, 0.849
Cc1ccc(S(=O)(=O)N/N=C\c2cccnc2)cc1
  1.4, 1292, 15.2%, i, 4.2, 7.2%, i, 9.9%, 1.6, 2.4, 8.3, -0.08, 1447, -0.354, -0.15, -0.396, 0.465
COc1ccccc1CNC(=O)C1CCN(S(=O)(=O)c2c(C)noc2C)CC1
  0.3, 1424, -14.8%, i, -0.7, 0.6%, i, 3.6%, 2.8, 1.8, 7.9, -0.27, 1539, -0.333, -0.281, -0.192, 0.865
C/C(=N\NS(=O)(=O)c1ccc(C)c([N+](=O)[O-])c1)c1ccc2c(c1)OCO2
  -0.4, 1126, -5.1%, i, 35.6, 5.1%, i, 13.8%, 2.3, 3.2, 1.8, -0.49, 1077, -1.14, -0.347, -0.331, 0.873
O=C(/C=C/c1ccccc1)N1CCN(S(=O)(=O)c2ccc(F)cc2)CC1
  0.2, 1086, -15.2%, i, 44.8, -0.6%, i, 23.8%, 3.4, 1.1, 2.1, -1.5, 1228, 0.686, -0.182, 0.625, -0.724
CCC(=O)Oc1ccc2oc(=O)cc(C)c2c1
  nt, nt, -13.2%, i, 6.2, -6.8%, i, -8.2%, 3.6, 2.6, 3.6, 0.69, 1378, -0.421, -0.234, -0.325, 1.02
O=C(NCCN1CCCCC1)c1ccc(=O)oc1
  1.0, 1113, -10.9%, i, 4.0, 4.9%, i, 8.2%, 1.6, 1.3, 5.4, 0.59, 906, -0.208, -0.101, -0.155, 0.441
CCCCn1nc2cc(C(=O)NC3CCCc4ccccc43)ccc2c1OCC (stereo not given)
  -0.9, 1334, 16.0%, i, 20.7, 12.2%, i, 22.3%, 2.2, 2.0, 5.4, 0.03, 1569, -1.36, 0.271, -0.139, 1.09
O=C(/C=C/c1ccc([N+](=O)[O-])cc1)NCc1cccs1
  0.6, 920, -22.2%, i, -12.3, -0.8%, i, -2.9%, 2.2, 3.8, 11.0, 0.23, 1400, 2.1, -0.174, 1.47, -1.85
CCN(CC)S(=O)(=O)c1ccc(C)c(NC(=O)Cn2cnc3cc([N+](=O)[O-])ccc3c2=O)c1
  -4.6, 1089, -11.1%, i, -3.1, 44.8%, i, 16.8%, 2.5, 2.0, 10.6, -0.05, 1601, 0.412, 1.12, 1.06, -1.46
O=C1NN(c2ccccc2)C(=O)/C1=C\c1cccc(OC(=O)c2cccs2)c1
  0.2, 942, 52.4%, i, -0.7, 45.8%, i, -109.3%, 1.4, 0.8, 8.1, 1.07, 952, -3.29, 0.215, -1.16, -0.566
COc1ccc(OC)c(CN(CCN2CCOCC2)C(=O)Nc2cccc(Cl)c2)c1
  nt, nt, -12.6%, i, 1.1, 13.1%, i, 14.9%, 2.0, 2.7, 13.9, -0.44, 1399, -0.254, -0.226, -0.17, 2.64
CCN(CC)C(=O)c1ccc(-c2nnc(OC)c3ccccc23)cc1
  -0.5, 1290, -0.9%, nt, nt, -4.5%, i, 9.5%, nt, nt, nt, -0.25, 1063, -0.0406, -0.266, -0.13, 0.282
COc1ccc(NC(=S)Nn2cnnc2)cc1OC
  -2.4, 1126, -39.5%, i, 27.3, 10.1%, i, 2.7%, 2.9, 2.0, 9.8, -0.28, 1533, 0.604, -0.26, 0.816, -0.596
Cc1cc([N+](=O)[O-])ccc1NC(=O)c1cccc(NC(=O)C(C)C)c1
  -6.1, 1021, -24.9%, i, -10.0, -1.6%, i, -24.5%, 4.6, 2.1, 9.9, -0.35, 1464, 3.98, -0.0886, 1.52, -2.97
FC(F)Sc1ccc(-n2cc(-c3ccccc3)[n+]3c2CCC3)cc1
  -0.9, 1047, -1.3%, i, 4.7, -3.6%, i, -0.6%, 3.1, 2.7, 10.6, -0.77, 831, -0.225, -0.198, -0.0424, -0.334
